GLA spleen mod: inhibits or activates alpha-galactosidase in human spleen homogenate. P06280. human spleen homogenate, 4MU-alpha-Gal fluorescence, 40 min. Potency, µM (series often up to 80 µM), for the others: at the top dose activity change, negative = inhibition, usual class: inhibitors. actives 0.008% (n = 240,000). AID 2107;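 also: 0% = enzyme with vehicle and -100% = no enzyme basal signal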
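Fluorogenic readout (Ex 365/Em 440 nm) of 4-methylumbelliferone released from 1 mM 4-MU-alpha-galactoside by spleen homogenate, 40 min at 37C, pH 5.0. Data normalized to no-enzyme and enzyme controls; Hill-equation AC50 from compound titrations.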
aGlu spleen mod: lysosomal alpha-glucosidase (human) modulation; human spleen homogenate, 4-MU-alpha-glucoside fluorescence; Potency, µM (top dose mostly 79.9 µM), inactives show top-dose activity change, negative = inhibition, hits mostly inhibitors; actives 0.006% (n = 240,000);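 also: 0% = enzyme with vehicle and -100% = no enzyme basal signal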
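Human spleen homogenate (1 ug) with 4-methylumbelliferyl-alpha-D-glucopyranoside (1 mM final) in 50 mM citrate/phosphate pH 5.0, 0.01% Tween-20; 40 min at 37 C. Stopped at pH 10; 4-MU fluorescence Ex 365/Em 440 nm; AC50 by Hill fit.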
GAA inhib: blocks human lysosomal alpha-glucosidase | purified human GAA, 4-MU-alpha-glucoside fluorescence | actives 0.005% (n = 200,000) | P10253 | AID 1466 | Potency, µM (top dose mostly 76.9 µM), for inactives: at the highest dose activity change, negative = inhibition, hits mostly inhibitors;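 also: plate controls were uninhibited enzyme wells for no effect and no-enzyme background for full effect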
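Enzyme (4 nM final) mixed with compound (up to 77 uM), then 4-MU-alpha-D-pyranoside (400 uM final) added; 20 min at room temperature, pH 5.0. Reaction stopped at pH 10, fluorescence read, AC50 derived by Hill fit.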
ALDH1A1 block: ALDH1A1 (human) enzyme inhibition | Potency, µM (titrated, usually from 75.3 µM), for inactives: at the top dose activity, negative = inhibition, most hits filed as inhibitors | Purified ALDH1A1, NADH fluorescence, propionaldehyde substrate | P00352 | actives 7.3% (n = 220,000); active = well fitted inhibition curve with a large enough effect, not every such curve was filed as active; inconclusive = small, poorly fitted or top-dose-only effect, or another doubt; inactive = no such curve, though single readings can be large or run the other way;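 also: plate controls were no enzyme wells and a reference inhibitor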
Target sequence (P00352 whole entry, looked up): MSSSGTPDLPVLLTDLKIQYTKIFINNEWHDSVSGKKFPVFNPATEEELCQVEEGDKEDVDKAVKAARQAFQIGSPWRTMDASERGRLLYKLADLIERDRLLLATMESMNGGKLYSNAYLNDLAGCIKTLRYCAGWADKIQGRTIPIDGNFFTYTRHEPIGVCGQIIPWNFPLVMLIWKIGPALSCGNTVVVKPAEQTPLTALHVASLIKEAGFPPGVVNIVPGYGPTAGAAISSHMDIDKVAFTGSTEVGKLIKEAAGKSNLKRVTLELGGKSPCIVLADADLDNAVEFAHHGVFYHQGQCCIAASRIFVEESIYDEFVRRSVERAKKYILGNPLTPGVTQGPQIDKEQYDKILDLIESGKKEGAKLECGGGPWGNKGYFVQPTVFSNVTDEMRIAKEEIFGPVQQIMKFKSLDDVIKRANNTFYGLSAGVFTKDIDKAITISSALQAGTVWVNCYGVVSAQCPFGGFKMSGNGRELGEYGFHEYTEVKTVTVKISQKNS
SMN2 splice up: SMN2 splice variant enhancement; HEK293 SMN2-luciferase splicing reporter, luminescence, 30-36 h; Potency, µM (series often up to 46.1 µM), without a hit: at the highest dose activity change, positive = activation, usual class: activators; actives 2.8% (n = 210,000); also: % of control where 0% means no effect; nearly all actives have a fitted effect of over 55% in size
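qHTS luciferase splicing reporter: luminescence rises when SMN2 exon 7 is included in transfected HEK293 cells. Compound exposure lasted 30-36 h at 37C, with 4.5 mM final sodium butyrate as control, followed by a ONE-Glo read.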
GoLoco inh red: blocks human Gai1 binding to RGS12 GoLoco peptide, red readout; P63096; Gai1:RGS12 GoLoco peptide FP, rhodamine, 10 min; Potency, µM (highest dose often 61.6 µM), for inactives: top-dose activity, negative = inhibition, hits mostly inhibitors; actives 0.44% (n = 230,000); AID 880; active = well fitted inhibition curve with a large enough effect, not every such curve was filed as active; inactive = no such curve, though single readings can be large or run the other way; also: % is scaled to controls: 0 for no effect and ±100 for the full control effect; nearly all actives have a fitted effect of over 30% in size; many of its hits are not listed in these tables
Target sequence (P63096 whole entry, looked up): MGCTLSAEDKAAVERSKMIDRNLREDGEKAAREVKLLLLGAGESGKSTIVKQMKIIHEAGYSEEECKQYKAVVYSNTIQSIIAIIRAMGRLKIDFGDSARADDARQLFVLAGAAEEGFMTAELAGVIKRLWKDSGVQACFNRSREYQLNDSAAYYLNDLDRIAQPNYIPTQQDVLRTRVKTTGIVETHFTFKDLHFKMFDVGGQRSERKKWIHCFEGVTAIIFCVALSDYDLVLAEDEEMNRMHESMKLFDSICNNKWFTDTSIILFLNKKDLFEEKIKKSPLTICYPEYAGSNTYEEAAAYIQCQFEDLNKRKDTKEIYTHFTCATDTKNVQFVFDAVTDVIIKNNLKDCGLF
GAA glycogen: inhibitors or activators of human alpha-glucosidase glycogen cleavage; P10253; recombinant GAA, glycogen substrate, Amplex Red glucose oxidase fluorescence; Potency, µM (titrated, usually from 76.4 µM), inactives show at the top dose activity change, negative = inhibition, hits mostly inhibitors; actives 0.38% (n = 300,000); AID 2100;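 also: 0% = full enzyme reaction and -100% = no-enzyme basal signal; the screen sought inhibitors and activators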
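qHTS, 1536-well; enzyme 4 nM final; cpd up to 77 uM; substrate bovine liver glycogen 30 ug; 50 mM citrate/phosphate pH 5.0, 0.01% Tween-20; 37 C, 40 min; Amplex Red detection 45 min RT; Hill fit → AC50.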
JMJD2E inh: blocks human JMJD2E demethylase activity; B2RXH2; JMJD2E catalytic domain, FDH-coupled NADH fluorescence (FDH is formaldehyde dehydrogenase); Potency, µM (titrated, usually from 57.1 µM), for inactives: top-dose activity change, negative = inhibition, actives largely listed as inhibitors; actives 1.6% (n = 230,000); AID 2147; active = well fitted inhibition curve with a large enough effect, not every such curve was filed as active; inconclusive = small, poorly fitted or top-dose-only effect, or another doubt; inactive = no such curve, though single readings can be large or run the other way;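 also: 0% = wells with enzyme and -100% = buffer wells without enzyme; nearly all actives have a fitted effect of over 50% in size; many of its hits are not listed in these tables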
Starred values were filed as active, the others as inactive; ? = inconclusive; · = not tested or not shown; [ ] = another dose, or the depositor's remark. Unless noted, calls follow the shape of the dose curve; as a rule, active = well fitted curve in the direction sought with a large enough effect; inconclusive = small, poorly fitted or top-dose-only effect, or another doubt; inactive = no such curve, though single readings can be large; an effect the other way counts as inactive or inconclusive. Potency is read from the fitted curve at half-maximal effect.

SMILES	GLA spleen mod	aGlu spleen mod	GAA inhib	ALDH1A1 block	SMN2 splice up	GoLoco inh red	GAA glycogen	JMJD2E inh
COc1cc2c(C#N)c(N3CCCCC3)nc(N)c2c(N)n1	7%	-1%	14%	?	6%	4%	-11%	?
COCc1cc(C)nc(OCC(=O)N/N=C/c2ccc(C)cc2)c1C#N	2%	5%	·	·	·	-6%	8%	-2%
COc1cc(C(=O)Nc2nc(-c3cc(C)ccc3C)c(C)s2)ccc1OCC(=O)Nc1ccc(F)cc1	2%	4%	7%	?	-18%	2%	1%	80%[activator]
COc1ccccc1NC(=O)CN(Cc1ccco1)C(=O)c1ccc(Cl)nc1	-5%	0%	7%	16µM*	1%	4%	12%	3%
CSc1nsc(SC)c1C(=O)O	-6%	3%	4%	-86%	10%	0%	-2%	-25%
CC1CN(C(=O)C(Sc2ccccc2)c2ccccc2)CC(C)O1 (stereo not given)	7%	4%	4%	6%	21%	6%	-4%	2%
COC(=O)c1[nH]nc(C(=O)OC(C)(C)C)c1-c1ccccc1	5%	0%	-4%	?	-12%	24%	0%	1%
c1ccc(N2CCN(c3ncccn3)CC2)cc1	-5%	-5%	14%	-3%	23%	-4%	8%	2%
CCNc1c(N)c(=O)oc2ccccc12	-3%	-3%	0%	2%	-2%	0%	?	?
COc1cc(/C=N/Nc2ccc(F)cc2F)cc(OC)c1OC	-5%	-1%	-1%	?	·	·	?	-23%
Cc1cc(C)c(C#N)c(SCc2ccccc2C)n1	1%	-7%	?	-10%	-25%	0%	1%	-3%
COc1cccc(-n2c(SCC(=O)Nc3sc4c(c3C(N)=O)CCC4)nc3ccccc3c2=O)c1	-11%	-11%	-14%	-2%	-9%	3%	2%	?
COC(=O)c1ccc(C(=O)OC)c(NC(=O)CS(=O)(=O)Cc2ccccc2)c1	2%	-1%	2%	?	-4%	21%	6%	?
O=C1c2ccccc2C(=O)N1Cc1ccc2c(c1)OCO2	8%	-1%	-2%	8%	?	-6%	-1%	4%
CC1(C)Cc2c(c(-c3ccccc3)[nH]c(=O)c2C#N)CO1	-2%	5%	-4%	?	6%	-23%	11%	8%
FC(F)(F)c1cccc(OCc2noc(-c3ccsc3)n2)c1	4%	1%	·	·	·	1%	-9%	1%
CS(=O)(=O)Nc1ccc(Br)cc1C(=O)c1ccccc1	1%	-4%	-8%	22%	7%	9%	0%	-5%
CC(=O)c1cccc(NC(=O)c2ccc(C(=O)Nc3cccc(C(C)=O)c3)nc2)c1	-8%	-4%	10%	-4%	4%	10%	11%	-5%
CCOC(=O)N1CCC(N(CCN(C)C)C(=S)Nc2ccccc2C)CC1	9%	2%	1%	9%	-4%	0%	-3%	13%
CC(=O)Nc1ccc(S(=O)(=O)NCc2ccc(C)cc2)cc1	-2%	-4%	1%	-8%	-5%	0%	-9%	-7%
CNS(=O)(=O)c1cnccc1N1CCN(c2cccc(C(F)(F)F)c2)CC1	2%	-19%	-3%	-1%	-29%	2%	2%	1%
COCCNCC(=O)N1CCCCCC1	-2%	4%	14%	4µM*	14%	-22%	10%	3%
CCOC(=O)CC1C(=O)NCCN1Cc1cccs1 (stereo not given)	1%	1%	5%	12%	-5%	0%	-1%	-4%
C/C(=N\NC(=O)C(C)n1nc(C)c([N+](=O)[O-])c1C)c1ccccc1O (stereo not given)	4%	0%	3%	1%	-111%[inhibitor]	4%	0%	-3%
COc1cccc(/C=N/Nc2ncccc2[N+](=O)[O-])c1OC	-6%	-3%	-3%	?	·	0%	-27%	-5%
OC/C(Br)=C(\Br)CO	5%	6%	·	5%	-13%	5%	·	·
CCOC(=O)c1cccc(NC(=O)/C=C/c2ccc([N+](=O)[O-])cc2)c1	3%	-2%	-23%	-1%	-56%[inhibitor]	2%	2%	-3%
CCCCn1c(=O)[nH]c(=O)c2c1nc(-c1cc3c(cc1Br)OCO3)n2C	-1%	2%	1%	11%	15%	11%	16%	13%
C[C@H]1CC[C@H]2C(=O)N[C@H](Cc3ccccc3)C(=O)N2[C@@H]1c1ccccc1	9%[17.5 µM]	3%[17.4 µM]	9%	5%[13.5 µM]	-5%	5%	6%	13%
COc1ccc2[nH]c(=O)c(CN(C)C(=O)C3CCCCC3)cc2c1	8%	-15%	13%	?	·	4%	0%	?
O=C(c1cccn(Cc2ccc(C(F)(F)F)cc2)c1=O)N1CCOCC1	-5%	-2%	1%	13%	3%	-3%	4%	3%
O=C(c1ccc(F)cc1)N1CCN(c2cc(=O)[nH]nc2-c2ccccc2)CC1	-7%	-11%	-15%	-7%	9%	1%	8%	-1%
CC(=O)c1cc(CN2CCN(CC=C(C)C)C(CCO)C2)cs1 (stereo not given)	-3%	0%	-8%	6%	·	10%	19%	2%
O=C(Oc1nsnc1N1CCOCC1)N1CCOCC1	-1%	4%	5%	-3%	-10%	12%	-4%	1%
Nc1ncc2[nH]cnc2n1	-3%	3%	·	?	7%	8%	·	·
Cc1ccsc1CN1CCN(c2ccccn2)CC1	-2%	-4%	-8%	?	6%	-2%	-3%	?
Cc1c(F)cccc1NC(=O)CSCC(=O)Nc1ccccc1	7%	7%	4%	0%	-4%	16%	8%	1%
CCCc1nc2ccccc2c(NC(=O)CN(CC)CC)c1CC	0%	-2%	-9%	?	·	3%	3%	?
CC(C)N1C(=O)S/C(=C/c2ccc(Sc3nc4ccccc4[nH]3)o2)C1=O	8%	-23%	-13%	7.1µM*	-77%[inhibitor]	9%	-12%	-9%
CC(C)c1ccc(NS(=O)(=O)c2ccc3[nH]cc(C(=O)N4CCC(C(N)=O)CC4)c(=O)c3c2)cc1	2%	0%	-6%	-1%	-11%	4%	-1%	-10%
CC(Cl)C(=O)c1c(N)n(C)c(=O)n(C)c1=O (stereo not given)	4%	-1%	1%	11%	7%	6%	-4%	2%
COc1cccc(C2=NOC(C(=O)Nc3c(C)n(C)n(-c4ccccc4)c3=O)C2)c1 (stereo not given)	-3%	0%	·	·	·	2%	4%	-4%
O=C(Nc1ccc(Cl)cc1)[C@@H]1[C@@H]2C(=O)N(c3ccc(Cl)cc3Cl)C(=O)[C@@H]2[C@H]2C=CC=NN21	4%	-2%	-14%	22µM*	17%	138%[activator]	·	-30%
CC(=O)NC1(C(=O)O)CCCC1	1%	6%	·	·	·	8%	2%	2%
O=C(c1ccccc1)N1CCN(C2CCCCC2)CC1	9%	1%	-6%	?	4%	1%	4%	?
Oc1ccc(C=Nc2ccccc2-c2nc3ccccc3[nH]2)cc1	10%	7%	-7%	2%	13µM*	1%	-19%	-14%
CN(C)c1ccc(CN(C(=O)/C=C/c2ccco2)C2CCS(=O)(=O)C2)cc1 (stereo not given)	7%	3%	·	·	·	12%	?	-10%
Cc1noc(C)c1COC(=O)CCCc1c[nH]c2ccccc12	-15%	-7%	-5%	14µM*	28%	45%[activator]	-14%	?
O=C1c2ccc(-c3ccc4c(c3)C(=O)N(CCCO)C4=O)cc2C(=O)N1CCCO	-4%	0%	·	·	·	8%	2%	?
Cc1ccc(NC(=O)c2cncc(Br)c2)c(O)c1	4%	0%	4%	-5%	?	8%	?	-2%
Cc1cc(C)nc(N2CCC(C(=O)NCCc3ccccc3)CC2)n1	-15%	-9%	2%	-2%	-15%	-8%	0%	-11%
Cc1cc(C)c2nc(SCC#N)cc(C)c2c1	-2%	2%	?	2%	-11%	6%	4%	2%
S=C(Nc1ccccc1)N1CCN(C(=S)Nc2ccccc2)CC1	-1%	-3%	1%	2%	1%	5%	-1%	15%
Cc1ccc(C)c2[nH]c(=O)c(CCNC(=O)CC(C)(C)C)cc12	-5%	-5%	1%	-5%	-4%	3%	-3%	?
CCCS(=O)(=O)Nc1c(C(=O)O)[nH]c2ccc(OC)cc12	1%	8%	·	·	·	6%	?	?
COc1ccc(-n2nnnc2SCC(=O)N2C(C)CCCC2C)c(OC)c1 (stereo not given)	0%	2%	-3%	-14%	-12%	-9%	-1%	-2%
Cc1ccc2c(Cl)c(C(=O)Nc3ccc4c(c3)OCO4)sc2c1	-1%	-23%	0%	-11%	?	13%	0%	-14%

Bioassay records (PubChem BioAssay)

Only part of the results is shown, so the mix of outcomes need not match the whole.
